# VIM-2 inhibitor: blocks Pseudomonas aeruginosa VIM-2 metallo-beta-lactamase. purified VIM-2, nitrocefin hydrolysis, epi-absorbance fluorescence. inhibition, % at 5.6 µM. 290,000 tested, 0.89% active. AID 1527;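 active = inhibition above the mean of all tested compounds plus 3 SD, cutoff set per screening run, cut at about 7.5% in these data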;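 note: red hydrolysis product quenches plate fluorescence so inhibitors raise well fluorescence; 0% = enzyme with DMSO and 100% = DMSO without enzyme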
# NS3 helicase inh: inhibitors of Hepatitis C virus NS3 helicase; NS3 helicase DNA unwinding, Cy5 molecular beacon fluorescence; 290,000 tested, 0.56% active; inhibition, % at 10.9 µM;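 active = inhibition above the mean of all tested compounds plus 3 SD, set per campaign, cut at about 35% in these data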;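 note: 0% = DMSO wells and 100% = thioflavine S control wells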
#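 Measured by: Cy5 fluorescence, 0 and 60 min reads / Assay system: NS3 helicase fragment of HCV / Control set: low DMSO, high thioflavine S at 110 µM / Times: 1 h reaction at 25 °C, ATP-initiated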
# pCIP destab: compounds decreasing mouse p/CIP protein stability | decrease of EGFP signal, % at 10 µM | F442A p/CIP-EGFP cells, EGFP fluorescence, 16 h | 290,000 tested, 0.01% active;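 active = EGFP signal decrease of at least 30% at 10 µM or well 3 SD below plate mean, unless failing retest; inactive = the rest, including hits failing retest or dose response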; note: some compounds called inactive have numbers as strong as hits; many of its hits are not listed in these tables
# MEKK3 PB1 HTS: raises or lowers MEK5 binding to the human MEKK3 PB1 domain. binding response (% of control), % at 10 µM. 290,000 tested, 1.4% active. AID 1529. bead-based flow cytometry, Alexa488-MEK5 binding to MEKK3; actives lie on both sides; 0 = blocked by unlabeled MEK5, 100 = vehicle;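 active = binding response more than 3 SD above or below the average of its plate-row segment, actives on both sides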;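 note: Alexa488 bead fluorescence after subtracting the streptavidin-only scavenger bead signal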
# Target sequence (Q99759 whole entry, looked up, the tested form may be a part): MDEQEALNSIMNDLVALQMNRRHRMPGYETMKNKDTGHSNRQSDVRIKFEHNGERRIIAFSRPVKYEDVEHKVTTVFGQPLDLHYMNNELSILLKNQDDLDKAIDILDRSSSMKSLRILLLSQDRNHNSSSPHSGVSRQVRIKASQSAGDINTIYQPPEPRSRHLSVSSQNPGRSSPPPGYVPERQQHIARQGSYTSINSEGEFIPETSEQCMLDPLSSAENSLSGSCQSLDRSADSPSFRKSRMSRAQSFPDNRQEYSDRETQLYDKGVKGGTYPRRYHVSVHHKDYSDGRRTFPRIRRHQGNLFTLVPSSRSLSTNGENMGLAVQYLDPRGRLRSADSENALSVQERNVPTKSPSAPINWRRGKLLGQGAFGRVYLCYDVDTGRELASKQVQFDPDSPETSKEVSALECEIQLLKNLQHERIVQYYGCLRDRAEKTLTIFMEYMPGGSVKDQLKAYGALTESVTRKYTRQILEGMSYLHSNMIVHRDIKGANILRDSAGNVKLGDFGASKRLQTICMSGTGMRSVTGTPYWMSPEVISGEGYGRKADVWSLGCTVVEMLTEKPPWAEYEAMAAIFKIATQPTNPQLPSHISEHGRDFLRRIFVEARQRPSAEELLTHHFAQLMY
# IMP-1 inh: inhibitors of Pseudomonas aeruginosa IMP-1 metallo-beta-lactamase | purified IMP-1, nitrocefin hydrolysis, epi-absorbance fluorescence | inhibition, % at 5.6 µM | 290,000 tested, 0.45% active | AID 1556;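 active = inhibition above the mean plus 3 SD of all compounds in the same screening run, cut at about 4.5% in these data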;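 note: 0% = IMP-1 with DMSO and 100% = DMSO wells lacking enzyme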
#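 Material – recombinant IMP-1 enzyme, purified · Amount – IMP-1 0.2 nM before substrate addition · Medium – HEPES buffer pH 7.1 with ZnSO4 and Brij 35 · Timing – 25 °C, 15 min preincubation, 25 min reaction · Measured by – plate fluorescence quenching by hydrolysis product, ex 480/em 530 nm · Read-out – percent enzyme inhibition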
# FID counter: counter-screen for HCV NS3 helicase inhibitors: DNA intercalator displacement; AID 1845; 290,000 tested, 0.17% active; inhibition, % at 7.9 µM; DNA fluorescent intercalator displacement, fluorescence; in the data active = inhibition above about 37%;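 note: 0% = vehicle and 100% = reference compound; higher means more ethidium bromide displaced from hairpin DNA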
# PHOSPHO1 inh: PHOSPHO1 (human) inhibition | Q8TCT1 | recombinant PHOSPHO1, absorbance phosphatase assay | inhibition, % at 13.3 µM | 290,000 tested, 1.1% active | AID 1565; in the data active = inhibition above about 60%
# Target sequence (Q8TCT1 whole entry, looked up): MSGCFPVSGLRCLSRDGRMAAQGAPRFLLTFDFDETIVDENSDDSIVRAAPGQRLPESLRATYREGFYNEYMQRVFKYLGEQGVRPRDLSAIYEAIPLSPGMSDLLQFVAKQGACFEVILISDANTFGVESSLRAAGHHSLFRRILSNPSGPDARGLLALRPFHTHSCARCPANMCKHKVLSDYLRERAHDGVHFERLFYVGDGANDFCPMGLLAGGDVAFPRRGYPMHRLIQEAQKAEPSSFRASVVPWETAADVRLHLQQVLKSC
# UBC9 SUMO inh: blocks human SUMOylation mediated by UBC9 | inhibition, % at 35 µM | AID 2006 | HTRF SUMOylation assay, SAE1/SAE2 + UBC9, in vitro | 290,000 tested, 0.36% active; in the data active = inhibition above about 50%, passing the limit was not always enough; note: strong numbers were not always called active
# IDE cell activ: IDE (human) activation, cell-based | 340,000 tested, 0.073% active | activation, % at 5.96 µM | AID 493087 | HEK cells, FAbeta-B cleavage, fluorescence polarization; 0% vehicle, 100% cell-free pure enzyme wells;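 active = activation above the mean of all tested compounds plus 3 SD, set per screening campaign, cut at about 17% in these data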
# * = called active by the depositor; x = not tested or not shown. These rows are one share of the data. The share of hits here may be higher or lower than overall.
SMILES,VIM-2 inhibitor,NS3 helicase inh,pCIP destab,MEKK3 PB1 HTS,IMP-1 inh,FID counter,PHOSPHO1 inh,UBC9 SUMO inh,IDE cell activ
COc1ccccc1NC(=O)N1CCCC1C(=O)Nc1ccc2c(c1)OCCO2 (configuration not stated),-1.4,-2,-2,104,-2.1,-5,33,1,-3
COc1ccc(S(=O)(=O)N2CCC(Cc3ccccc3)CC2)cc1NC(C)=O,-0.1,-8,-1,100,-0.1,-18,x,15,1
CC(C)c1cc(CN2CCN(C3CCCC3)C(CCO)C2)[nH]n1 (configuration not stated),-2.6,2,-4,105,-2.7,0,37,-1,1
Cc1ccc(C2C(C(=O)c3sc(C)nc3C)=C(O)C(=O)N2CCN(C)C)o1 (configuration not stated),-1.6,-3,-1,102,0.4,1,32,9,5
O=[N+]([O-])c1ccc(CSc2ccccn2)cc1,-0.3,-10,-6,105,-3.4,0,40,7,3
CN1CC(=O)N2Cc3[nH]c4ccccc4c3C[C@H]2C1=O,-2.4,25,-11,109,-2.0,-17,42,3,-4
Cc1ccc(S(N)(=O)=O)c(C)c1N1CCCC1=O,-0.8,-15,-4,97,-3.2,8,44,10,6
C=C(C)Cn1cnc2c(oc3nc4c(cc32)CCCC4)c1=O,3.0,4,0,64,-1.0,-13,8,1,7
Cc1cc(C)n(C(=O)c2cc3sccc3[nH]2)n1,-0.2,-4,-5,101,-2.9,2,36,2,0
Cc1cccc(NC(=O)Cn2cnc(S(=O)(=O)N3CCCC3)c2)c1C,-0.2,3,-4,96,-2.8,-4,12,9,7
CC(=O)Nc1ccc(S(=O)(=O)N2CCCc3ccccc32)cc1,-0.2,-9,0,101,-3.1,-5,-1,12,-3
O=C(N/N=C/C=C\c1cccc([N+](=O)[O-])c1)c1cccnc1,-4.2,2,-4,102,-2.9,-2,37,-11,5
COCC(C)NS(=O)(=O)c1ccc(C)cc1 (configuration not stated),0.3,2,0,106,-3.4,-2,-4,-7,0
CCN(CC)CCOC(=O)c1c(C)oc2ccc(OC)cc12,4.6,1,-14,100,1.1,28,-2,11,0
O=C(N/N=C/C=C/c1ccccc1)c1cc2c(ccc3ccccc32)o1,-9.3,5,-3,102,-1.4,0,33,34,2
CNC(=S)N/N=C/c1ccccc1OCC(=O)O,-1.7,-1,-6,102,-2.9,-2,24,19,-5
COc1cc2cc3c(N)c(C(=O)NCc4ccco4)sc3nc2cc1OC,-1.6,9,-12,97,-2.4,-4,72*,34,-9
O=C(CN(CCc1ccccc1)C(=O)c1csnn1)NC1CCCC1,-4.9,-3,-2,105,-2.6,-7,22,18,4
Brc1ccc(CNc2nc3ccccc3n2CCN2CCCCC2)cc1,-2.6,-49,1,101,-3.7,14,20,-1,-3
COc1ccccc1NC(=S)N1CCC(c2nc3ccccc3o2)CC1,-1.2,0,-5,95,-1.8,-3,-9,-12,4
Cc1cccc(-n2c(C)nc3cc(C(=O)NCC4CCCO4)ccc32)c1 (configuration not stated),-2.3,6,-6,100,-3.1,-31,34,0,-1
CCc1c(C)nc2ncnn2c1Nc1ccccc1C,0.0,-5,-6,94,-1.2,-17,39,12,3
CC(C)CCNC(=O)CSc1nc2ccccc2s1,-0.7,5,6,93,-0.3,-13,2,-15,5
CC(C)NC(=S)Nc1ccc2nc3n(c(=O)c2c1)CCCCC3,-1.0,-1,-3,105,-1.5,-5,0,-1,1
Cc1ccc(NC(=O)C2CC(=O)n3c(nc4ccccc43)N2)cc1 (configuration not stated),-2.6,3,-9,92,-2.1,-2,46,22,2

# (continued)
SMILES,VIM-2 inhibitor,NS3 helicase inh,pCIP destab,MEKK3 PB1 HTS,IMP-1 inh,FID counter,PHOSPHO1 inh,UBC9 SUMO inh,IDE cell activ
COc1ccc(CCn2c(C(C)C)nc3oc4ccccc4c(=O)c3c2=O)cc1,-1.9,-32,-2,106,-2.9,-21,12,-1,4
Cc1ccc(/C=N/NC(=O)c2n[nH]c3c2CCCC3)cc1,-3.1,-4,-19,103,-2.0,-6,-6,14,x
CCOc1ccccc1NS(=O)(=O)c1cccs1,-1.0,-2,5,101,-3.0,-1,1,-7,1
COc1cc(C(=O)NCC(=O)N/N=C/c2ccccn2)cc(OC)c1OC,-1.5,-13,-10,100,-0.6,-14,-17,7,2
Cc1ccc(-c2noc(COc3ccccc3C)n2)cc1,-1.3,-2,-2,99,-1.0,-6,37,5,2
COc1ccc(C(=O)NC(=S)NNC(=O)c2cnccn2)cc1OC,-2.0,-2,4,103,-5.6,5,2,-9,1
COc1ccc(-c2ccc(=O)n(Cc3cc(=O)n4ccccc4n3)n2)cc1,-5.5,-7,3,100,-4.9,-22,-14,29,5
Cc1c(/C=N/n2cnnc2)c2ccccc2n1CCOc1ccccc1,-1.1,2,3,110,-2.9,-16,7,-11,2
O=C(O)Cc1csc2ccccc12,0.4,0,-8,100,-1.9,3,-3,0,-4
Cc1cc(/C=C2/NC(=O)N(c3ccccc3)C2=O)c(C)n1-c1cccnc1,-1.8,1,-7,103,-2.2,-9,4,2,-1
CC(C)(C)SCCNC(=O)CN(c1ccccc1)S(=O)(=O)c1ccccc1,-1.4,-8,-6,98,-2.9,-21,48,-2,0
Cc1cc(C(=O)Nc2cccc3ccccc23)c(C)o1,2.1,6,-10,101,-1.3,-6,40,14,4
Cc1ccc2cc3c(nc2c1)N(c1ccccc1)CC3,-4.5,-7,0,100,-2.2,0,34,15,2
Cc1cccc(-n2cc(CN3CCN(C(=O)c4ncn[nH]4)CC3)c(-c3cccc(F)c3)n2)c1,-2.8,-2,-7,70,0.2,-20,31,-66,6
O=C(COc1ccc(Br)cc1)Nc1ccc(S(=O)(=O)Nc2ccccn2)cc1,-3.1,1,-21,96,-5.3,-37,45,10,3
C=CCNC(=S)NNC(=O)c1cccn(Cc2ccc(Cl)cc2)c1=O,-4.5,0,-11,102,-0.1,-12,-21,11,8
COc1ccc(NS(=O)(=O)c2ccc(NC(=S)NC(=O)c3ccc(F)cc3)cc2)nn1,-2.8,6,-9,100,-2.7,-17,-1,-5,7
COc1ccccc1C(=O)NNC(=O)c1cccc(C)c1,-0.2,-3,2,106,-1.7,-1,15,8,1
CC1(C)CC(=O)c2ccc(O)cc2O1,-2.2,2,14,106,-3.0,0,20,-2,5
Cc1ccc(S(=O)(=O)N2CCCCC2)cc1NC(=O)Cn1ccsc1=N,-1.6,3,13,106,-2.5,7,32,-3,2
CC(C)OC(=O)/C(=C\c1cccc2ccccc12)NC(=O)c1ccccc1,1.1,-12,2,96,0.1,-29,-6,-9,5
Cc1ccccc1NS(=O)(=O)CCCCC(Cl)(Cl)Cl,0.3,-11,-6,106,-1.9,-13,-8,-1,-3
CCCCN(Cc1cccs1)S(=O)(=O)c1ccc(-c2ccc(=O)[nH]n2)s1,-1.2,-12,-10,99,-3.5,-29,32,11,-2
Cc1nn(CC(=O)Nc2ccc3nc4n(c(=O)c3c2)CCCC4)c(C)c1[N+](=O)[O-],-1.0,-2,-10,105,-3.1,9,-4,5,1
CCOC(=O)CSc1nc2c(c(=O)n1-c1ccc(OC)cc1)SCC2,1.9,4,-13,105,-2.2,-6,16,4,-2

# Next part.
SMILES,VIM-2 inhibitor,NS3 helicase inh,pCIP destab,MEKK3 PB1 HTS,IMP-1 inh,FID counter,PHOSPHO1 inh,UBC9 SUMO inh,IDE cell activ
CC(C)C(C)(C#N)NC(=O)CSc1nnc(-c2ccncc2)n1Cc1ccccc1 (configuration not stated),-3.0,1,-1,109,-4.0,-18,30,17,5
Cc1ccccc1NC(=S)C1=C(O)c2sccc2N(C)S1(=O)=O,-3.8,4,2,100,-2.5,-3,92*,22,1
COCCNCC#CCOc1ccc(OC)cc1,-4.5,9,-2,97,-5.1,-14,-31,45,2
O=C(CCc1nc(-c2ccccc2Cl)no1)NC1CCCC1,-1.1,7,-9,103,-1.9,-19,38,11,0
COc1ccc(CC(=O)Nc2ccc(-c3noc(COc4ccccc4C)n3)cc2)cc1,-4.8,6,-5,100,-3.2,4,20,10,6
COc1ccccc1OCCNC(=O)c1ccccc1C,-0.7,4,-18,99,-3.1,0,-6,10,3
COCCCN1C(=O)C(=O)/C(=C(/O)c2ccc3c(c2)CC(C)O3)C1c1cccnc1 (configuration not stated),1.1,5,-2,95,-5.8,-8,12,32,0
O=C(NC(=S)Nc1ccccc1N1CCOCC1)c1ccc([N+](=O)[O-])cc1,-1.8,-6,-20,100,-0.4,3,-2,1,-2
COCCNc1nc2c(c(=O)n(Cc3ccc(OC)cc3)c(=O)n2C)n1C,-0.8,-8,6,103,-2.4,-9,-32,3,-2
O=C(NCc1cccc2[nH]ccc12)C1CCC(=O)N(CCc2ccc(Cl)cc2)C1 (configuration not stated),-1.2,8,-5,103,-1.1,-27,38,6,-1
O=C(CN(Cc1ccc(F)cc1)C(=O)CCC(=O)Nc1nccs1)NCC1CCCO1 (configuration not stated),-0.8,4,-8,98,0.0,-22,37,3,3
COCc1cc(=O)n2[nH]cc(-c3ccccc3)c2n1,-2.3,-2,-1,107,-2.4,-1,13,17,6
O=C(CN1CCN(c2ccccc2)CC1)Nc1ccc(OCc2ccccc2)cc1,-1.5,-20,-8,107,-1.9,-13,-4,7,-6
O=C(Nc1nnc(CCc2ccccc2)s1)c1ccccc1F,-1.6,2,11,103,0.4,-31,x,5,-4
O=C(c1ccccc1)N1CCN(Cc2ccccc2C(F)(F)F)CC1,-2.8,5,-2,99,-3.4,-32,-13,5,-2
CC(C)[C@H](NC(=O)Nc1ccc(Oc2ccccc2)cc1)C(=O)O,-0.7,14,-5,104,-4.3,-17,-2,3,-5
O=C(O)CC12CC3CC(C1)CC(n1ncc(NCC4CCCO4)c(Cl)c1=O)(C3)C2 (configuration not stated),-0.3,-5,-22,86,-3.3,-23,28,5,-1
COc1ccc(OC)c(NC(=O)CCCN2C(=O)C3C4C=CC(C4)C3C2=O)c1 (configuration not stated),-1.7,1,8,110,-1.8,-12,6,-13,0
CS(=O)(=O)Nc1cccc(C2=NN(C(=O)CCC(=O)O)C(c3cccs3)C2)c1 (configuration not stated),-0.1,3,4,103,-2.4,-27,-2,22,0
CC(=O)N1CCc2cc(Br)cc(S(=O)(=O)N3CCC(C(=O)O)CC3)c21,-1.2,8,-4,97,-0.5,-15,10,21,1
C/C(=N/NC(=O)CCc1ccccc1)c1ccco1,-1.6,-4,2,99,-1.1,-6,1,9,4
